Screens deposited in PubChem BioAssay by several laboratories.
GRK2 aptamer HTS – inhibitors of human GRK2 displacing RNA aptamer; bead flow cytometry, FAM-aptamer displacement from GRK2; inhibition of aptamer binding, % at 10 µM; 330,000 compounds, 0.59% hits; AID 488847;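 active means inhibition of aptamer binding above 40%, roughly 3 SD of noise, on plates passing a quality check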;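 further: median bead fluorescence of bound FAM aptamer so fluorescent compounds give negative values; no value below 0 was filed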
Target sequence (P25098 whole entry, looked up): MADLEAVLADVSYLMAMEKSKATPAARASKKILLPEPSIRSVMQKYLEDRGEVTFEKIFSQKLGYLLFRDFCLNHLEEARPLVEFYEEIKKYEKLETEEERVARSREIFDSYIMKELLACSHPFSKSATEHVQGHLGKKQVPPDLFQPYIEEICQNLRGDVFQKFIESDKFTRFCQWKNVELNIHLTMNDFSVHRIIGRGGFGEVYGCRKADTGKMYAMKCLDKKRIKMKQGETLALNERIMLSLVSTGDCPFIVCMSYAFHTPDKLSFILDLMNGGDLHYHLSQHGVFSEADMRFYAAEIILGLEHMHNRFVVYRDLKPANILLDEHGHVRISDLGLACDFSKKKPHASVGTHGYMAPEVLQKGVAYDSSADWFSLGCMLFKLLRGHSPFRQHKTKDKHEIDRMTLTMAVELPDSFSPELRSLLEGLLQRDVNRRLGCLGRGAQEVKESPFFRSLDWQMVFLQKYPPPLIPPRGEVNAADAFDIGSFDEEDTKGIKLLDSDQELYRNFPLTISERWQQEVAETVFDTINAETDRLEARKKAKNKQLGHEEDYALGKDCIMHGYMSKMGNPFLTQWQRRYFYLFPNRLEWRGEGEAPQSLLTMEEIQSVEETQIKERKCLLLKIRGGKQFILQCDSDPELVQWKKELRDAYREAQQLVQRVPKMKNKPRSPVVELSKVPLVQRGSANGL
Yeast superoxide – lowers age-related superoxide in aged yeast cells; S. cerevisiae aged cells, superoxide DHE fluorescence; hits give low values; superoxide response (% of plate mean), % at 10 µM; 330,000 compounds, 0.18% hits; AID 2690;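 active means superoxide response under a set limit, about three screen SD below normal, cut at about 65% in these data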;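 further: yeast aged for seven days with compound at 30 °C before DHE staining; 100% = average MFI of all compound-treated wells on the plate with controls excluded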
GLD-1 TGE inh – GLD-1-TGE RNA interaction inhibition (C. elegans); Q17339; purified GLD-1 + fluorescein TGE RNA, fluorescence polarization; 320,000 compounds, 0.44% hits; inhibition, % at 5.96 µM;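 active means percent inhibition above a per-plate cutoff, the plate mean of test compounds plus 3 SD, cut at about 30% in these data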;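 further: 0% = DMSO wells with GLD-1 and probe and 100% = wells lacking GLD-1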
CIT2 TOR yeast – modulators of TOR pathway CIT2-GFP in S. cerevisiae; S. cerevisiae CIT2-GFP strain, flow cytometry, 3 h; 100 means same as DMSO wells; AID 2029; GFP response vs DMSO, % at 10 µM; 320,000 compounds, 0.065% hits;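 active means GFP response relative to DMSO above a set limit, near the screen mean plus 3 SD, cut at about 150% in these data; inconclusive means Fewer than 70 cells measured for a yeast strain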;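 further: ratio of well median GFP fluorescence to mean of DMSO wells on the plate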
MCL1-BIM inh – inhibitors of human MCL1 binding to BIM-BH3 peptide; GST-MCL1 / FITC-Bim-BH3 fluorescence polarization; inhibition, % at 10.9 µM; 320,000 compounds, 0.68% hits;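 active means inhibition above the mean inhibition of all tested compounds plus 3 SD, set per campaign, cut at about 40% in these data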;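 further: 0% = DMSO wells and 100% = unlabeled Bim-BH3 peptide control; higher means more loss of mP so more displacement of Bim peptide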
AGP1-GFP MLPCN – modulators of TOR pathway AGP1-GFP in S. cerevisiae | S. cerevisiae AGP1-GFP multiplex flow cytometry, 3 h; GFP as percent of DMSO wells | GFP response vs DMSO, % at 10 µM | 320,000 compounds, 0.02% hits | AID 2066;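 active means GFP response relative to DMSO above a set limit, near screen average plus 3 SD, cut at about 150% in these data; inconclusive means fewer than 70 cells counted for the yeast strain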;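 further: median GFP channel fluorescence of the gated AGP1 strain per well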
VLA-4 inh – inhibition in a human VLA-4 binding assay | P13612 | VLA-4 expressing cells, ligand binding flow cytometry | inhibition, % (about 7 µM as worked out from the volumes in the protocol) | 330,000 compounds, 0.2% hits | AID 2557; in the data active means inhibition above about 50%
Bcl-xL primary – inhibitors of human Bcl-xL. inhibition, % at 10.9 µM. GST-Bcl-xL / FITC-Bim BH3 peptide fluorescence polarization. 320,000 compounds, 0.7% hits;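 active means inhibition above the mean of all tested compounds plus 3 SD, cutoff set per campaign, cut at about 30% in these data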;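 further: 0% = DMSO wells and 100% = unlabeled Bim-BH3 peptide competitor; inhibitors lower millipolarization by displacing the labeled peptide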
Target sequence (Q07817 whole entry, looked up): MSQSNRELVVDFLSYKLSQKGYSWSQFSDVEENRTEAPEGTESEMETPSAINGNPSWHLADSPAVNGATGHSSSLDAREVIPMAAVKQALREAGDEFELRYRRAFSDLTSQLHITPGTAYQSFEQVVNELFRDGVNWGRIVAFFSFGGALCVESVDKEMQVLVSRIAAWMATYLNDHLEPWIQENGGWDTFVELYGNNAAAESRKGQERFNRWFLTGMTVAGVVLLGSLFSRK
MEX-5 binding – C. elegans MEX-5 TCR-2 RNA binding activity | Q9XUB2 | MEX-5/FITC-TCR2 RNA binding, fluorescence polarization; hits give low values | activity score (negative = inhibition of binding), % at 10 µM | 300,000 compounds, 0.38% hits | AID 1832;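 active means inhibition past about -25% in most replicates, and total fluorescence under double the plate's negative control median, limit read from the data; inconclusive means replicates evenly split on the limit, or fluorescence at least double controls; inactive means too little inhibition in most replicates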;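 further: 0% = DMSO and -100% = 5 µM competing unlabeled TCR2 RNA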
* marks the source's active call; other numbers are inactive results; ? = inconclusive; nt = not tested or not shown.

SMILES | GRK2 aptamer HTS | Yeast superoxide | GLD-1 TGE inh | CIT2 TOR yeast | MCL1-BIM inh | AGP1-GFP MLPCN | VLA-4 inh | Bcl-xL primary | MEX-5 binding
CCN(C(=O)C(C)Sc1nnc(-c2ccncc2)n1C)C1CCCCC1 (stereo not given) | 1 | 106 | 6 | 95 | nt | 100 | 17 | nt | nt
O=C(NNC(=O)c1cc(-c2ccncc2)nc2ccccc12)c1ccccc1O | 0 | 116 | 0 | 88 | -3 | 98 | 6 | 1 | -1.0
COc1ccccc1N1CCN(CC(=O)c2c(C)n(C)c3ccccc23)CC1 | 1 | 89 | 2 | 97 | 0 | 99 | 7 | 9 | -0.3
CCCCCCCC(=O)NNC(=O)Cc1ccccc1 | 0 | 106 | 11 | 99 | -1 | 100 | 0 | -1 | nt
O=C(c1ccccc1)c1nccc2ccccc12 | 2 | 113 | 3 | 103 | 1 | 95 | 36 | 0 | -1.4
O=C(/C=C/c1ccc([N+](=O)[O-])s1)N1CCN(c2ccccc2)CC1 | 7 | 96 | -4 | 95 | 1 | 86 | -1 | 2 | -0.6
CCN1CCN(CCCNC(=O)CCCn2nc(C)c3sc4ccccc4c3c2=O)CC1 | 0 | 93 | 2 | 105 | 2 | 111 | -6 | 2 | 1.4
CC(=O)Nc1ccc(N2N=C(C)C(N=Nc3ccccc3)C2=O)cc1 (stereo not given) | 0 | 103 | -2 | 88 | 2 | 90 | 4 | 1 | -0.5
O=C(CC12CC3CC(CC(C3)C1)C2)NC(=S)N1CCCCC1 | 1 | 94 | 8 | 99 | 3 | 86 | 3 | 4 | 0.3
O=C(NCC1CCCO1)c1ccc(N2CCCCC2)nc1 (stereo not given) | 3 | 101 | 10 | 93 | 2 | 98 | 1 | 0 | -0.5
CCOc1ccccc1N1CCN(Cc2cnc(-c3ccccc3)[nH]2)CC1 | 2 | 98 | 2 | 90 | 9 | 94 | 3 | 7 | 2.5
O=C(Nc1ccc(N2CCOCC2)cc1)C1CCCN(S(=O)(=O)c2cccc(C(F)(F)F)c2)C1 (stereo not given) | 4 | 106 | -6 | 97 | -4 | nt | 15 | 0 | 2.1
COc1cccc(/C=N/Nc2ncnc(N)c2[N+](=O)[O-])c1OC | 1 | 90 | 0 | 102 | 4 | 108 | 3 | 4 | ?
N#Cc1c(C(F)(F)F)cc(-c2ccc(Cl)cc2)nc1SCC(=O)O | 3 | 108 | -2 | 96 | -8 | 99 | -2 | 3 | -1.7
Cc1cccc(-c2noc(CN(C)S(=O)(=O)c3cc(Cl)ccc3Cl)n2)c1 | 0 | 114 | 0 | 92 | -1 | 96 | -1 | 0 | -0.8
O=C(OCC(=O)N1CCN(c2ccccc2)CC1)c1ccc(Cl)cc1[N+](=O)[O-] | 0 | 126 | -1 | 88 | 1 | 87 | 8 | 2 | -1.4
O=S(=O)(Nc1ccccn1)c1ccc(-n2cccn2)cc1 | 5 | 94 | -4 | 101 | 8 | 101 | 6 | 3 | 0.8
O=S(=O)(Nc1cccnc1)c1ccc(F)cc1 | 2 | 100 | 1 | 99 | 4 | 97 | -6 | 0 | 1.3
COc1cccc(OC)c1C(=O)Nc1cc2c(cc1N1CCOCC1)n(C)c(=O)n2C | 1 | 109 | -2 | 98 | -2 | 91 | 6 | 0 | 0.0
CCSc1nc2c(c(=O)[nH]1)C(c1cccs1)C(C(=O)OC)=C(C)N2 (stereo not given) | 6 | 101 | 0 | 100 | 4 | 102 | 20 | 2 | 1.1
N/C(=N\OC(=O)c1cc(Br)ccc1Cl)c1ccccn1 | 1 | 113 | 5 | 117 | -6 | 90 | 5 | -4 | 1.1
COc1ccc(C2C(C(=O)c3ccco3)=C(O)C(=O)N2CC2CCCO2)cc1OC (stereo not given) | 0 | 109 | 7 | 107 | 6 | 94 | 8 | 6 | -0.5
O=C(COc1ccc2c(-c3ccccc3)cc(=O)oc2c1)N[C@H](Cc1c[nH]c2ccccc12)C(=O)O | 2 | 81 | -1 | 112 | -6 | 107 | -7 | 2 | -3.7
COc1ccc(CNc2ncc(-c3ccc(F)cc3)n2C)cc1OC | 0 | 93 | -5 | 98 | 2 | 99 | 17 | 0 | -0.6
CCn1c(COc2cccc(OC)c2)nnc1SCC(=O)Nc1ccccc1C(=O)OC | 0 | 112 | -3 | 95 | 2 | 101 | -3 | 6 | -0.5
CCCCCN(C(=O)CCC(=O)OCC(=O)N1CCC(C)CC1)c1c(N)n(CCCC)c(=O)[nH]c1=O | 0 | 96 | 3 | 84 | -1 | 94 | 0 | -2 | 1.1
COc1nc(Nc2ccc(C(C)C)cc2)nc(OC)n1 | 1 | 116 | 4 | 107 | -2 | 100 | 9 | 3 | -1.5
O=C(OCc1cc([N+](=O)[O-])cc2c1OCOC2)c1ccccn1 | 0 | 107 | -8 | 103 | 4 | 74 | 2 | 0 | -0.8
CC1CCCN(C(=O)C2CCN(S(=O)(=O)c3ccc4c(c3)CC(C)N4C(=O)C3CC3)CC2)C1 (stereo not given) | 0 | 97 | 5 | 104 | -5 | 98 | -1 | 1 | 2.0
COCCCNC(=O)/C(C#N)=C/c1c(N2CCN(c3ccc(OC)cc3)CC2)nc2c(C)cccn2c1=O | 0 | 99 | 6 | 103 | 6 | 104 | -5 | 10 | 1.7
COc1ccc(NC(=S)Nc2ccc(C)c(S(=O)(=O)N3CCCCC3)c2)cc1 | 1 | 97 | 1 | ? | 5 | ? | 19 | 3 | 2.0
Cc1ccccc1C(=O)N1N=C(c2cccc(NS(C)(=O)=O)c2)CC1c1cccs1 (stereo not given) | 5 | 105 | 0 | 98 | 6 | 95 | -267 | 1 | -1.2
Cc1cccc(-n2ncc3c(NCc4ccccn4)ncnc32)c1 | 1 | 106 | 8 | 103 | 2 | 102 | 4 | -1 | -0.4
C/C=C1\C(OC2OC(CO)C(O)C(O)C2O)OC=C(C(=O)OC)C1CC(=O)OCC1C(C)C(OC(=O)CC2C(C(=O)OC)=COC(OC3OC(CO)C(O)C(O)C3O)/C2=C\C)CC1C(CO)CO (stereo not given) | 6 | 106 | 12 | 103 | 13 | 103 | 9 | 10 | -3.4
Cc1ccc2nc(C)/c(=N\O)c(C)nc2c1 | 0 | 89 | 3 | 109 | 3 | 91 | 0 | -2 | 0.4
CCCn1c(=N)c(C(=O)NCC2CCCO2)cc2c(=O)n3cccc(C)c3nc21 (stereo not given) | 0 | 108 | -2 | ? | 6 | ? | -6 | 11 | -27*
Cc1ccc(C(=O)c2c(NC(=O)c3cccnc3)sc3c2CCCC3)cc1 | 0 | 119 | -2 | 96 | 2 | 96 | 7 | 3 | 0.3
O=C(c1cccs1)N1CCCC(c2nc3c(nnn3Cc3ccccc3Cl)c(=O)[nH]2)C1 (stereo not given) | 3 | 97 | 5 | 99 | 9 | 102 | -3 | 8 | -0.4
CCC(CC)C(=O)c1c[nH]c(C(=O)N2CCN(c3ccccc3F)CC2)c1 | 1 | 100 | 3 | 94 | 2 | 98 | 10 | -1 | 1.2
CCOc1cccc2sc(=NC(=O)c3ccc(S(=O)(=O)N4CCOCC4)cc3)n(C)c12 | 0 | 105 | 3 | 107 | -1 | 100 | -3 | -3 | 0.7
CCc1sc(N2C(=O)C3C4CCC(C4=C(C)C)C3C2=O)nc1-c1ccccc1 (stereo not given) | 4 | 80 | 9 | 103 | -4 | 102 | -4 | 1 | 0.0
Cc1ccc(C)n1N1C(=O)/C(=C\c2ccc(Cl)cc2)SC1=S | 0 | 103 | -5 | 82 | 9 | 88 | 4 | 4 | 0.4
Cc1cc(Nc2ccc([N+](=O)[O-])cc2)c2ccccc2n1 | 0 | 99 | 2 | 111 | -4 | 105 | -5 | 4 | -1.0
Cc1cc(C)c2nc(N3CCN(C(=O)c4ccco4)CC3)sc2c1 | 1 | 105 | -3 | 85 | 0 | 100 | -2 | -1 | 2.5
CC(C)OCCCNC(=O)c1cc2c(s1)CS(=O)(=O)C2 | 3 | 100 | 5 | nt | -2 | 89 | 12 | 6 | 0.2
COc1ccc(N=Nc2c(C)[nH]c3ccccc23)cc1 | 1 | 92 | 17 | 89 | 15 | 94 | 1 | 18 | 1.4
COc1ccc(-n2ncc3c(NCCCN4CCOCC4)ncnc32)cc1 | 0 | 90 | 9 | 93 | 0 | 90 | -2 | 0 | 1.0
N#Cc1cc2c(nc1SCC(=O)O)CCCCC2 | 0 | 100 | 0 | 100 | 6 | 105 | 5 | 4 | -0.2
Cc1sc(N)nc1-c1cccs1 | 0 | 98 | 7 | nt | 13 | 93 | -1 | 9 | 0.0
CC1CCN(C(=O)c2[nH]cnc2C(=O)N2CCN(C(=O)OC(C)(C)C)CC2)CC1 | 0 | 99 | -5 | 94 | 1 | 100 | 5 | 2 | nt
CCN(CC)c1ccc(NC(=O)COC(=O)COc2ccccc2[N+](=O)[O-])cc1 | 5 | 102 | 0 | 101 | 9 | 99 | 0 | 2 | 0.1
COc1ccc(/C=N/NC(=O)c2ccncc2)cc1CN1CCCc2ccccc21 | 0 | 103 | -7 | 99 | 9 | 107 | -7 | 5 | -0.8
CN(C(=O)COC(=O)c1ccc(Cl)cc1N)C1CCS(=O)(=O)C1 (stereo not given) | 0 | 91 | 4 | 100 | -8 | 95 | 4 | 1 | -2.7
COc1cc(OC)cc(-c2nnc(SCC(=O)N3CCCC3)o2)c1 | 2 | 111 | -4 | 103 | 3 | 102 | 25 | 2 | -0.9
Cc1cc([N+](=O)[O-])nn1Cc1noc(C(=O)NCCCn2ccnc2)n1 | 0 | 109 | -4 | 97 | 2 | 101 | -4 | 3 | -1.9
CCc1nnc(NC(=O)CSCc2cc(=O)n3ccsc3n2)s1 | 0 | 110 | 3 | 93 | -3 | 85 | 4 | -1 | 1.9
NC(=O)c1ccsc1NC(=O)COC(=O)C1CCCN1C(=O)c1cccs1 (stereo not given) | 2 | 91 | -7 | 101 | 2 | 117 | 15 | 5 | -1.6
CC(Oc1ccc(Cl)cc1Cl)C(=O)NC1CCSC1=O (stereo not given) | 1 | 99 | -2 | 91 | 7 | 103 | -10 | 3 | -4.7
COc1ccc(NC(=O)C(NC(=O)c2ccc(=O)[nH]c2)c2ccccc2)cc1 (stereo not given) | 1 | 94 | 2 | 98 | 2 | 109 | -2 | -2 | 0.3
COc1ccc(Cn2c(C)cc3c(c2=O)C(c2cccs2)C(C#N)=C(N)O3)cc1OC (stereo not given) | 0 | 106 | -5 | 108 | 1 | 107 | 4 | 5 | -0.2

Limited to VLA-4 inh, for some of the entries so far:
mol,VLA-4 inh
CN(C(=O)COC(=O)c1ccc(Cl)cc1N)C1CCS(=O)(=O)C1 (stereo not given),4
COc1cc(OC)cc(-c2nnc(SCC(=O)N3CCCC3)o2)c1,25
Cc1cc([N+](=O)[O-])nn1Cc1noc(C(=O)NCCCn2ccnc2)n1,-4
